SRC3 TRFRET art = TR-FRET detection interference compounds, artefact control for PPARgamma SRC-3 recruitment agonists, biochemical, TR-FRET ratio. TR-FRET ratio at 8 µM. TR-FRET artefact counter-screen, PPARgamma/SRC-3 format; stronger effect = higher value. 99,000 compounds, 0.39% hits; in the data active means TR-FRET ratio above about 2000; further: inactives centre near 1600
SRC1 TRFRET art = TR-FRET detection interference compounds, primary screen, artefact control for PPARgamma SRC-1 recruitment agonists, biochemical, TR-FRET emission ratio; TR-FRET detection artefact counter-screen; stronger effect = higher value; TR-FRET ratio at 8 µM; 99,000 compounds, 0.34% hits; AID 1051, 2008; in the data active means TR-FRET ratio above about 2300; further: inactives centre near 1800
* = called active by the depositor.

Sample of the layout, three compounds:
Screening Cc1ccc(O)c(N=NC2=C(O)CC(C)(C)CC2=O)c1 returned SRC3 TRFRET art 1763 and SRC1 TRFRET art 2005.
Screening COc1ccc(C(=O)NCC(=O)N=Nc2c(O)n(Cc3ccccc3)c3ccccc23)cc1OC returned SRC3 TRFRET art 1814 and SRC1 TRFRET art 2056.
`Cc1nc2cnccc2n1C` gave SRC3 TRFRET art 1610 and SRC1 TRFRET art 1877.

The whole of this part (from the top)
Screening Cc1ccc(O)c(N=NC2=C(O)CC(C)(C)CC2=O)c1 returned SRC3 TRFRET art 1763 and SRC1 TRFRET art 2005.
Screening COc1ccc(C(=O)NCC(=O)N=Nc2c(O)n(Cc3ccccc3)c3ccccc23)cc1OC returned SRC3 TRFRET art 1814 and SRC1 TRFRET art 2056.
`Cc1nc2cnccc2n1C` gave SRC3 TRFRET art 1610 and SRC1 TRFRET art 1877.
Cc1cc(NC(=O)c2ccccc2NS(=O)(=O)c2c(C)c(C)cc(C)c2C)no1 was read as SRC3 TRFRET art 1385 and SRC1 TRFRET art 1925.
`CC(C)C(=O)Nc1cccc(-c2cn3ccccc3n2)c1` gave SRC3 TRFRET art 1627 and SRC1 TRFRET art 2090.
For Cc1ccc(N/C(C(Cl)=C(Cl)Cl)=C(/Cl)[N+](=O)[O-])c(C)c1 the results were SRC3 TRFRET art 1573 and SRC1 TRFRET art 1734.
Cc1sc(NC(=O)C2C3CCC(O3)C2C(=O)O)nc1-c1ccc(CC(C)C)cc1 (stereo unspecified) was read as SRC3 TRFRET art 1668 and SRC1 TRFRET art 1834.
CC(Oc1ccc(Cl)cc1)c1ccc(C#N)c(=O)[nH]1 (stereo unspecified) was read as SRC3 TRFRET art 1664 and SRC1 TRFRET art 1691.
For COc1cccc(NC(=O)Nc2nnc(N3CCCCC3C)s2)c1 (stereo unspecified) the results were SRC3 TRFRET art 1607 and SRC1 TRFRET art 1783.
Screening CCCc1cc(=O)[nH]c(SCC(=O)N2CCCc3ccccc32)n1 returned SRC3 TRFRET art 1696 and SRC1 TRFRET art 1859.
Screening c1ccc2c(c1)nc(N1CCOCC1)c1ccccc12 returned SRC3 TRFRET art 1585 and SRC1 TRFRET art 1779.
`COC(=O)c1cc(OC)c(OC)cc1NC(=O)c1cccc(OC)c1OC` gave SRC3 TRFRET art 1210 and SRC1 TRFRET art 1587.
For S=C(NC1CCCC1)N1CCN(c2ccccn2)CC1 the results were SRC3 TRFRET art 1626 and SRC1 TRFRET art 2062.
`CCOC(=O)CCCCC(=O)c1[nH]c(=O)[nH]c1CSc1nnc2c3ccccc3n(C(C)C)c2n1` gave SRC3 TRFRET art 1663 and SRC1 TRFRET art 1719.
CCOC(=O)N1CCC(=NNc2ccc(S(N)(=O)=O)cc2[N+](=O)[O-])CC1 was read as SRC3 TRFRET art 1513 and SRC1 TRFRET art 1698.
For COc1ccc(C(C)NC(=S)NC2CCCC2)cc1OC (stereo unspecified) the results were SRC3 TRFRET art 1757 and SRC1 TRFRET art 1785.
Screening CC(=O)N[C@@H]1c2c(ccc3ccccc23)OC[C@@H]1COC(C)=O returned SRC3 TRFRET art 1650 and SRC1 TRFRET art 2008.
Screening O=C(c1ccc(Br)cc1)c1cc([N+](=O)[O-])ccc1N1CCOCC1 returned SRC3 TRFRET art 1660 and SRC1 TRFRET art 1918.
Screening Cc1c(OCc2ccccc2)c(=O)ccn1Cc1ccc(F)cc1 returned SRC3 TRFRET art 1490 and SRC1 TRFRET art 1876.
O=C(CC1C(=O)NC2CCCCC2N1C(=O)c1ccc([N+](=O)[O-])cc1)Nc1ccccc1 (stereo unspecified) was read as SRC3 TRFRET art 1663 and SRC1 TRFRET art 1906.
For COc1ccc(Oc2c(O)c3ccccc3n(C)c2=O)cc1 the results were SRC3 TRFRET art 1800 and SRC1 TRFRET art 1830.
For CCO[C@H]1OC(C(=O)O)=C[C@@H](c2csc3ccccc23)[C@@H]1CCCO the results were SRC3 TRFRET art 1549 and SRC1 TRFRET art 1841.
O=C(COc1ccc(Cl)cc1Br)NC(=O)NCc1ccccc1 was read as SRC3 TRFRET art 1721 and SRC1 TRFRET art 1728.
Screening O=C(NCCC1=CCCCC1)c1ccc(Cl)cc1 returned SRC3 TRFRET art 1787 and SRC1 TRFRET art 1651.
Cn1cc(CNC(=O)CC2C(=O)NCCN2CC(C)(C)C)cn1 (stereo unspecified) was read as SRC3 TRFRET art 1557 and SRC1 TRFRET art 1535.
`COc1ccc(-c2csc(NC(=O)CN3C(=O)CCC3=O)n2)cc1` gave SRC3 TRFRET art 1694 and SRC1 TRFRET art 1865.
For CC(C)c1ccc(S(=O)(=O)N2CCN(C(C)C(=O)Nc3ccccc3-c3ccccc3)CC2)cc1 (stereo unspecified) the results were SRC3 TRFRET art 1762 and SRC1 TRFRET art 1832.
`COc1cc(C(C(=O)NC2CCCC2)N(C(=O)Cc2cccs2)C2CC2)cc(OC)c1OC` (stereo unspecified) gave SRC3 TRFRET art 1457 and SRC1 TRFRET art 1677.
For CCn1nc(C)cc1C(=O)N1CCCC(C(=O)c2cccc(OC)c2)C1 (stereo unspecified) the results were SRC3 TRFRET art 1379 and SRC1 TRFRET art 1905.
Screening Cc1cc(C(F)(F)F)n2ncc(-c3cccc(Br)c3)c2n1 returned SRC3 TRFRET art 1472 and SRC1 TRFRET art 1787.
For COc1ccc(CN=C2NC(=O)CC(C(=O)Nc3ccc(F)cc3)S2)cc1 (stereo unspecified) the results were SRC3 TRFRET art 1699 and SRC1 TRFRET art 2073.
For Cc1ccc2nc(C)c(C(=O)NN=C3CCCCCC3)n2c1 the results were SRC3 TRFRET art 1458 and SRC1 TRFRET art 1607.
Screening O=C(N/N=C/c1ccc2c(c1)OCO2)c1sc2cc(Cl)ccc2c1Cl returned SRC3 TRFRET art 1683 and SRC1 TRFRET art 1906.
`COc1cc(CCCN2C(=S)NC[C@H]2Cc2ccc(O)cc2)cc(OC)c1OC` gave SRC3 TRFRET art 1619 and SRC1 TRFRET art 1837.
For CN1C(=O)CC(N2CCN(c3ccc(Cl)cc3)CC2)C1=O (stereo unspecified) the results were SRC3 TRFRET art 1561 and SRC1 TRFRET art 1741.
Screening COCCNC(=O)C(C)Oc1ccccc1 (stereo unspecified) returned SRC3 TRFRET art 1655 and SRC1 TRFRET art 1900.
For CCCCc1c(C)nc(Nc2ccc(OC)cc2)[nH]c1=O the results were SRC3 TRFRET art 1502 and SRC1 TRFRET art 1646.
Screening Cc1c(Br)c(=O)oc2c(Br)c(O)c(O)cc12 returned SRC3 TRFRET art 1699 and SRC1 TRFRET art 1584.
For O=C(NCCO)C1COc2ccccc2O1 (stereo unspecified) the results were SRC3 TRFRET art 1525 and SRC1 TRFRET art 1554.
Screening Cc1ccc([N+](=O)[O-])c(OCCN2CCNCC2)c1 returned SRC3 TRFRET art 1745 and SRC1 TRFRET art 2106.
CCn1c2ccc(C)cc2c2nc3cc(C(=O)O)ccc3nc21 was read as SRC3 TRFRET art 1742 and SRC1 TRFRET art 1767.
`Cc1ccccc1Nc1nc(-c2ccccc2)c(C(=O)Nc2cccnc2)s1` gave SRC3 TRFRET art 2456* and SRC1 TRFRET art 2835*.
C/C(=N\NC(=O)c1cccc([N+](=O)[O-])c1)c1cccc(NC(=O)C2CC2)c1 was read as SRC3 TRFRET art 1444 and SRC1 TRFRET art 1548.
COC(=O)Cc1cc(=O)oc2cc(O)ccc12 was read as SRC3 TRFRET art 1660 and SRC1 TRFRET art 1717.
CCCS(=O)(=O)c1nc(C)cc(C)c1S(C)(=O)=O was read as SRC3 TRFRET art 1697 and SRC1 TRFRET art 1895.
`O=C(Nc1c(C(=O)NCc2ccco2)cnn1-c1ccccc1)c1cccc(F)c1` gave SRC3 TRFRET art 1387 and SRC1 TRFRET art 1767.
Screening CNc1nc2ccccc2n(C)c1=O returned SRC3 TRFRET art 1572 and SRC1 TRFRET art 1609.
Screening FC(F)(F)c1ccc(Nc2nnnc3ccccc23)cc1 returned SRC3 TRFRET art 1572 and SRC1 TRFRET art 1815.
`COc1ccc(-n2c(Cc3cccn3C)nnc2SCC(=O)NC2CCCC2)cc1` gave SRC3 TRFRET art 1309 and SRC1 TRFRET art 1572.
Screening O=C(NC(=S)Nc1nc2ccccc2s1)c1cccs1 returned SRC3 TRFRET art 1645 and SRC1 TRFRET art 1775.
For COc1cccc(CN2CCN(C(=O)c3ccc(-c4ccccc4)cc3)CC2)c1OC the results were SRC3 TRFRET art 1539 and SRC1 TRFRET art 2029.
COC(=O)CN1C(=O)COc2ccc(Cl)cc21 was read as SRC3 TRFRET art 1565 and SRC1 TRFRET art 1855.
`OC(CN1CCN(Cc2ccccc2)CC1)c1ccc(F)cc1` (stereo unspecified) gave SRC3 TRFRET art 1548 and SRC1 TRFRET art 1747.
C=C(C)CNC(=S)N/N=C(\C)c1cccc(NC(C)=O)c1 was read as SRC3 TRFRET art 1663 and SRC1 TRFRET art 2080.
`CC(=O)C(/C=N/c1ncc(C(F)(F)F)cc1Cl)=C(\C)O` gave SRC3 TRFRET art 1746 and SRC1 TRFRET art 1599.
Screening CCOC(=O)C1(Cc2ccccc2)CCCN(C2CCN(C(C)=O)CC2)C1 (stereo unspecified) returned SRC3 TRFRET art 1576 and SRC1 TRFRET art 1743.
Cc1ccc(NC(=O)CN2C(=O)COc3ccc(C)cc32)nc1 was read as SRC3 TRFRET art 1675 and SRC1 TRFRET art 2047.
COc1ccc(C(=O)CSc2nnc(CC(=O)Nc3ccccc3OC)n2C)cc1 was read as SRC3 TRFRET art 1599 and SRC1 TRFRET art 1872.
`O=C(C1CCN(C2CCN(C/C=C/c3ccccc3)CC2)CC1)N1CCOCC1` gave SRC3 TRFRET art 1622 and SRC1 TRFRET art 1847.
Screening CCOC(=O)c1nnc(-c2ccccc2)nc1N1CC(C)OC(C)C1 (stereo unspecified) returned SRC3 TRFRET art 1360 and SRC1 TRFRET art 1580.
`CC(=O)CCc1oc2c([N+](=O)[O-])cccc2c1-c1ccc(C)o1` gave SRC3 TRFRET art 1539 and SRC1 TRFRET art 1726.
`Cc1ccc(C)c(NC(=S)N(CCc2ccncc2)C(C)C)c1` gave SRC3 TRFRET art 1575 and SRC1 TRFRET art 1736.
For COCCCNC(=S)NNC(=O)c1ccc(S(=O)(=O)N2CCC(C)CC2)cc1 the results were SRC3 TRFRET art 1600 and SRC1 TRFRET art 1981.
Screening O=C1CC[C@@H](CN(Cc2ccccc2)Cc2cn[nH]c2-c2cc3ccccc3o2)N1 returned SRC3 TRFRET art 1485 and SRC1 TRFRET art 1798.
For COc1ccc([C@H]2[C@H](C(C)=O)N3N=Cc4ccccc4C3C23C(=O)OC(C)(C)OC3=O)cc1 (stereo partly specified) the results were SRC3 TRFRET art 1548 and SRC1 TRFRET art 2029.
For CCCNC(=O)c1nc(C)n(-c2cc(Cl)ccc2Cl)n1 the results were SRC3 TRFRET art 1402 and SRC1 TRFRET art 1814.
Screening Cc1cccc(NC(=O)C2c3ccccc3Oc3ccccc32)n1 returned SRC3 TRFRET art 1447 and SRC1 TRFRET art 1576.
`O=C(/C=C/c1cccc([N+](=O)[O-])c1)NCCSCc1cccc(Cl)c1` gave SRC3 TRFRET art 1455 and SRC1 TRFRET art 1701.
For CCn1c(N2CCN(C(=O)/C=C/c3ccccc3)CC2)nc2ccccc21 the results were SRC3 TRFRET art 1525 and SRC1 TRFRET art 1953.
`CCNC(=S)NNC(=S)NCc1ccccc1` gave SRC3 TRFRET art 1517 and SRC1 TRFRET art 1551.
`C=Cn1cc[n+](CC(=O)c2ccc(C)cc2)c1` gave SRC3 TRFRET art 1498 and SRC1 TRFRET art 1940.
`CCCc1ccc(OCc2ccc(C(=O)Nc3cccc(C)n3)o2)c(OC)c1` gave SRC3 TRFRET art 1799 and SRC1 TRFRET art 1562.
Screening COCc1cc(Sc2ccc(Cl)cc2)nc(C)n1 returned SRC3 TRFRET art 1633 and SRC1 TRFRET art 1661.
For COc1cc(C=C(c2nc3ccccc3s2)c2nc3ccccc3s2)ccc1O the results were SRC3 TRFRET art 1450 and SRC1 TRFRET art 1842.
`CCOC(=O)c1sc(=NC(=O)CCSc2ccccc2)n(C)c1C` gave SRC3 TRFRET art 2393* and SRC1 TRFRET art 2065.

Sorted by molecular weight (highest first): 3 of the compounds above.
For COc1cc(C=C(c2nc3ccccc3s2)c2nc3ccccc3s2)ccc1O the results were SRC3 TRFRET art 1450 and SRC1 TRFRET art 1842.
`CC(C)C(=O)Nc1cccc(-c2cn3ccccc3n2)c1` gave SRC3 TRFRET art 1627 and SRC1 TRFRET art 2090.
`C=Cn1cc[n+](CC(=O)c2ccc(C)cc2)c1` gave SRC3 TRFRET art 1498 and SRC1 TRFRET art 1940.

Next section:
`CC(C)(C)/C(O)=C/c1nc2ccccc2oc1=O` gave SRC3 TRFRET art 1432 and SRC1 TRFRET art 2050.
For O=C(OCc1nc2ccc(Cl)cc2n1CCO)c1ccc(O)cc1 the results were SRC3 TRFRET art 1559 and SRC1 TRFRET art 2034.
O=C(CNc1ccccc1OC(F)F)N1CCc2ccccc21 was read as SRC3 TRFRET art 1489 and SRC1 TRFRET art 1632.
CC(=O)NS(=O)(=O)c1ccc(N=c2ssc3c2-c2cc(C)ccc2NC3(C)C)cc1 was read as SRC3 TRFRET art 1807 and SRC1 TRFRET art 1840.

Screening data: PubChem, The Scripps Research Institute Molecular Screening Center

The list is partial, so the mix of outcomes need not match the whole.
